# DT40 TDP1 no CPT: qHTS for Inhibitors of human tyrosyl-DNA phosphodiesterase 1 (TDP1): qHTS in cells in absence of CPT | DT40 Tdp1-/- hTDP1 cells, no CPT, ATP luminescence, 48 h | Potency, µM (doses to about 46.2 µM), for inactives: top-dose activity change, negative = growth inhibition, actives largely listed as inhibitors | actives 15% (n = 420,000) | AID 686978, 2013; also: nearly all actives have a fitted effect of over 55% in size
#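 DT40 Tdp1-/-;hTDP1 cells, no CPT (DMSO vehicle only), 400 cells/well; compounds pin-transferred; ≥48 hr, 37 °C; CellTiter-Glo 30 min RT dark, luminescence read.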
# TDP1 cell CPT: qHTS for Inhibitors of human tyrosyl-DNA phosphodiesterase 1 (TDP1): qHTS in cells in presence of CPT | AID 686979, 2013 | actives 12% (n = 420,000) | Potency, µM (doses to about 46.2 µM), for inactives: top-dose activity change, negative = growth inhibition, actives largely listed as inhibitors | chicken DT40 Tdp1-/-;hTDP1 cells + 20 nM CPT, ATP luminescence, 48 h; also: nearly all actives have a fitted effect of over 55% in size
#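 Cell growth measured by CellTiter-Glo luminescence after a minimum 48 h, 37 C compound exposure with 20 nM CPT in Tdp1-knockout DT40 cells stably expressing hTDP1, seeded 400/well; qHTS titration format.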
# TDP1 inh: qHTS Assay for Inhibitors of Tyrosyl-DNA Phosphodiesterase (TDP1); Tyrosyl-DNA phosphodiesterase 1 (Homo sapiens), Q9NUW8; recombinant TDP1, AlphaScreen DNA substrate cleavage; Potency, µM (titrated, usually from 130 µM), without a hit: top-dose activity change, negative = inhibition, actives largely listed as inhibitors; actives 0.28% (n = 350,000); AID 485290, 2010; also: nearly all actives have a fitted effect of over 40% in size
# Target sequence (Q9NUW8 whole entry, looked up): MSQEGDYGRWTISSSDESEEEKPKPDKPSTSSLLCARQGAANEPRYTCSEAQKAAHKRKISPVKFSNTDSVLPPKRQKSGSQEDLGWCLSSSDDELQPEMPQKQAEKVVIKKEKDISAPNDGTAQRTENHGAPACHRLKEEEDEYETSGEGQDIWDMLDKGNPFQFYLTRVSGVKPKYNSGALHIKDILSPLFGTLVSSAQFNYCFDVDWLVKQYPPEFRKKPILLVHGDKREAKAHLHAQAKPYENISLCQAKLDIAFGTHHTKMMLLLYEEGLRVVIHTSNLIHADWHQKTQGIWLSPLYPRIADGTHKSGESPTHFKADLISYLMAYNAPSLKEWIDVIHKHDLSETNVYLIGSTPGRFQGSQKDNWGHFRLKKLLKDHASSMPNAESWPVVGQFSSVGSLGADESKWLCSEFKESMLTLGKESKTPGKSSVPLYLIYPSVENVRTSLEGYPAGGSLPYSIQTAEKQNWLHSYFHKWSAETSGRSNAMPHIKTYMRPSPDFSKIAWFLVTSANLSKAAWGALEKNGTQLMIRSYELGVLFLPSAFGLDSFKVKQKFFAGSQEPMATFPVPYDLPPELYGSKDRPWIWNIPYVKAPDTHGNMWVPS
#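 Here, a 5' biotin and 3' phosphotyrosine-FITC DNA oligonucleotide reports Tdp1 activity: intact substrate bridges AlphaScreen beads, while cleavage leaves a 3' phosphate and drops signal. All incubations at room temperature.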
# * hit, by the source's call; ? = inconclusive; nt = not tested or not shown; & = joins results of further samples; [ ] = dose if it differs, or a comment. Calls follow the shape of the dose curve; as a rule, active = well fitted curve in the direction sought with a large enough effect; inconclusive = small, poorly fitted or top-dose-only effect, or another doubt; inactive = no such curve, though single readings can be large; an effect the other way counts as inactive or inconclusive. % is scaled to controls: 0 for no effect and ±100 for the full control effect; potency is read from the fitted curve at half-maximal effect. No enrichment for hits; overall some 18% were active at least once.
molecule	DT40 TDP1 no CPT	TDP1 cell CPT	TDP1 inh
CC(C(=O)OCC(=O)N1CCCCC1)N1C(=O)c2ccccc2C1=O (centres undefined)	?	?	-3%
CC(OC(=O)c1cccc(-n2cnnn2)c1)C(=O)Nc1ccc(F)cc1Cl (centres undefined)	?	2%	-3%
COC(=O)c1ccc(C2/C(=C(\O)c3ccc4c(c3)OCCO4)C(=O)C(=O)N2CCCN(C)C)cc1 (centres undefined)	-9%	0%	0%
COC(=O)COc1ccc(S(=O)(=O)Nc2ccc(C(N)=O)cc2)cc1Cl	-3%	2%	2%
CCc1cccc(CC)c1NC(=O)CO/N=C(\C)c1cccs1	?	?	-1%
CC(=O)Nc1ccc2nc(NC(=O)C(Cl)(Cl)Cl)sc2c1	-17%	-20%	nt
Cc1ccc(C)c(OCC(=O)Nc2cc(C(=O)O)cc(C(=O)O)c2)c1	-4%	18%	0%
Cc1nnc(SCC(=O)NC2CC2)n1CC1CCCO1 (centres undefined)	15%	-11%	0%
CCOC(=O)COc1ccc(S(=O)(=O)N2CCN(c3ccccc3F)CC2)cc1	1%	12%	2%
CCCn1c(/C=C/c2ccccc2)nc2ccccc21	23µM*	?	-4%
CS(=O)(=O)c1ccc2nc(NC(=O)c3cccc(Cl)c3)sc2c1	-7%	-20%	nt
CCN(CC)C(=O)c1sc2c(c1C)c(=O)n(-c1ccc(C)c(C)c1)c(=O)n2CC(=O)Nc1ccc(OC)cc1OC	?	?	5%
O=C(Nc1ccccc1)NC1(C(=O)NCCCN2CCOCC2)CCCCC1	2%	-8%	1%
NC(=O)N/N=C\c1cccs1	4%	-2%	nt
COc1ccccc1C(=O)Nc1nc2cc3c(cc2s1)OCO3	-6%	?	nt
COc1ccccc1-n1c(C)c2c(OC)cccc(=O)c2c1C	-29%	1%	-1%
COc1ccccc1C(=O)N[C@@H]1c2ccccc2C2(CCN(Cc3ccc4c(c3)OCO4)CC2)[C@H]1O	?	-5%[9.04 µM]	nt
N/C(=N\OC(=O)CSc1ccccc1)c1cccc([N+](=O)[O-])c1	-8%	-21%	3%
CCn1c(SCc2ccc([N+](=O)[O-])cc2)nnc1C(C)NC(=O)c1ccccc1Br (centres undefined)	-10%	-16%	1%
COc1ccc([C@H]2CC(=O)C=C(c3ccc(OC)c(OC)c3)C2)cc1	?	12µM*	-10%
Cc1ccc2cc(CN(CC3CCCO3)S(=O)(=O)c3ccc4c(c3)OCCO4)c(=O)[nH]c2c1C (centres undefined)	21µM*	18µM*	nt
COc1ccc(NC(=O)COc2ccc(C)nc2[N+](=O)[O-])cc1S(N)(=O)=O	?	9.2µM*	1%
Cc1ccn(S(=O)(=O)c2ccc3oc(=O)ccc3c2)n1	-9%	1%	11%
COc1ccccc1NC(=O)CSC1=Nc2ccccc2C2=NC(CC(=O)NCCc3ccccc3)C(=O)N12 (centres undefined)	?	?	-2%
Cc1ccc(Cl)cc1NC(=O)COC(=O)CN1C(=O)C2CCCCC2C1=O (centres undefined)	-20%	-24%	0%
CC1(C)CC(Nc2ccc(C(F)(F)F)cc2[N+](=O)[O-])CC(C)(C)N1	?	-21%	0%
COC(=O)CCc1c(C)c(C#N)c2nc3ccccc3n2c1N1CCCC1	?	-10%	-3%
Cc1ccc(C)c(C(=O)COC(=O)c2cc([N+](=O)[O-])ccc2NCCO)c1	?	?	5%
COC(=O)c1cc2c(ccn2-c2ccc(F)cc2)n1Cc1ccc(OC(C)=O)cc1	?	?	-3%
CC(=O)c1ccc(OCC(=O)N2CCN(S(=O)(=O)c3ccc(Br)s3)CC2)cc1	?	?	0%
Cc1ccc(-c2nnc(Nc3ccccc3)o2)cc1	?	-25%	1%
CCc1ccc(N2C(=O)C3C4C=CC(CC4)C3C2=O)cc1 (centres undefined)	?	?	nt
Cc1cccc(NC(=O)Nc2ccccc2)n1	-4%	-3%	nt
CCOC(=O)N1CCN(S(=O)(=O)c2c[nH]c(C(=O)OC)c2)CC1	12%	-4%	5%
CCCCC(=O)Nc1nnn(CCC)n1	-4%	-1%	5%
CCOC(=O)c1cccc(NC(=O)c2cc(CN3CCCC3)on2)c1	0%	-20%	7%
COC(=O)CSc1nnc(CSc2nc(C)cc(C)n2)n1Cc1ccco1	-23%	-9%	0%
CCOc1ccc(S(=O)(=O)N2CCC(C(=O)NC3CC3)CC2)cc1Cl	-27%	?	nt
CC(Sc1nncn1C)C(=O)Nc1ccc(S(N)(=O)=O)cc1 (centres undefined)	10%	5%	0%
CC(C)(C)C1CCC(N2CCN(c3ccccc3)CC2)CC1 (centres undefined)	?	?	nt
CCOC(=O)c1ccccc1NC(=O)c1c(-c2ccccc2)noc1C	4.6µM*	9.2µM*	-11%
CCOC(=O)C1CCN(C(=O)Cn2ncc3c4ccccc4n(Cc4ccc(F)cc4)c3c2=O)CC1	1.8µM*	3.3µM*	3%
COc1ccc(C(=O)N2CCC[C@@]3(CCN(c4ccccn4)C3)C2)cc1	-28%	-4%	nt
CN=C1SC(CC(=O)Nc2ccc(F)cc2F)C(=O)N1/N=C(\C)c1cccc(OCC(=O)O)c1 (centres undefined)	-2%	1%	0%
COc1cccc(C(=O)C2CCCN(Cc3cccc(OCCO)c3)C2)c1 (centres undefined)	-17%	17%	nt
COc1cc(NC(=O)c2cccnc2Sc2ccc(C)c(C)c2)cc(OC)c1OC	-28%	-20%	0%
C=CCNC(=O)c1ccccc1NC(=O)c1ccc(Cl)c(S(=O)(=O)Nc2cc(C)ccc2C)c1	?	18µM*	2%
COC(=O)c1ccc(COC(=O)CNC(=O)C2CCCCC2)cc1	-14%	-4%	1%
CCN(c1ccc(OC)cc1)S(=O)(=O)c1csc(C(N)=O)c1	-28%	?	nt
COCc1ccc(CN2CCCC(C(=O)Nc3ccc(-c4cscn4)cc3)C2)o1 (centres undefined)	-9%	-4%	1%
O=C(NC1CC1)c1cc(Cl)ccc1[N+](=O)[O-]	-2%	-5%	5%
Cc1ccc(NC(=O)Cn2nnc(C(=O)NCCc3ccccc3)c2N)cc1C	0%	0%	-1%
CC(=O)Oc1ccc(C(=O)N2c3ccccc3NC(=O)C2C)cc1 (centres undefined)	14%	-2%	nt
C[C@H](O)[C@@H]1C(=O)N2CCc3ccc(N4CCOCC4)cc3[C@@H]2C[C@@H]1N(C)S(=O)(=O)c1ccccc1	-14%	?	nt
COc1cccc(NC(=O)C(C)N2C(=O)c3ccccc3S2(=O)=O)c1 (centres undefined)	3%	15%	nt
Cc1ccc(-c2cccc(C3CC=CC4C3C(=O)N(Cc3ccccc3)C4c3ccc(C(F)(F)F)cc3)c2)cc1 (centres undefined)	13µM*	13µM*	6%&0%

# Further entries.
molecule	DT40 TDP1 no CPT	TDP1 cell CPT	TDP1 inh
COc1cc2c(cc1OC)C(C)N(C(=O)c1sccc1C)CC2 (centres undefined)	-16%	?	5%
Cc1cc(NC(=O)C(=O)NCCN2CCN(C(=O)c3cccs3)CC2)ccc1Br	?	?	5%
Cc1cccc(-c2nc(CCNC(=O)Cc3ccc(F)cc3)cs2)c1	23µM*	?	0%
CN(C)c1ncc2nc(CCc3ccccc3)c(=O)n(-c3ccccc3)c2n1	-8%	-1%	nt
O=S(=O)(c1ccc(Cl)cc1)N(Cc1ccccn1)Cc1ccccn1	-23%	0%	nt
C=CCNC(=S)N/N=C/c1ccc(N(CC)Cc2ccccc2)cc1	18µM*	21µM*	5%
Cc1ccc2c(c1)N(CC(=O)Nc1ccc3c(c1)OCCO3)C(=O)CO2	?	?	7%
COc1ccc(OCCCc2c(C)n[nH]c2C)cc1	?	?	7%

# Exported with values under each structure: 17 of the compounds above.
# Second line of a record: DT40 TDP1 no CPT | TDP1 cell CPT | TDP1 inh
COC(=O)c1ccc(COC(=O)CNC(=O)C2CCCCC2)cc1
    -14% | -4% | 1%
CCN(c1ccc(OC)cc1)S(=O)(=O)c1csc(C(N)=O)c1
    -28% | ? | nt
COCc1ccc(CN2CCCC(C(=O)Nc3ccc(-c4cscn4)cc3)C2)o1 (centres undefined)
    -9% | -4% | 1%
O=C(NC1CC1)c1cc(Cl)ccc1[N+](=O)[O-]
    -2% | -5% | 5%
Cc1ccc(NC(=O)Cn2nnc(C(=O)NCCc3ccccc3)c2N)cc1C
    0% | 0% | -1%
CC(=O)Oc1ccc(C(=O)N2c3ccccc3NC(=O)C2C)cc1 (centres undefined)
    14% | -2% | nt
C[C@H](O)[C@@H]1C(=O)N2CCc3ccc(N4CCOCC4)cc3[C@@H]2C[C@@H]1N(C)S(=O)(=O)c1ccccc1
    -14% | ? | nt
COc1cccc(NC(=O)C(C)N2C(=O)c3ccccc3S2(=O)=O)c1 (centres undefined)
    3% | 15% | nt
Cc1ccc(-c2cccc(C3CC=CC4C3C(=O)N(Cc3ccccc3)C4c3ccc(C(F)(F)F)cc3)c2)cc1 (centres undefined)
    13µM* | 13µM* | 6%&0%
COc1cc2c(cc1OC)C(C)N(C(=O)c1sccc1C)CC2 (centres undefined)
    -16% | ? | 5%
Cc1cc(NC(=O)C(=O)NCCN2CCN(C(=O)c3cccs3)CC2)ccc1Br
    ? | ? | 5%
Cc1cccc(-c2nc(CCNC(=O)Cc3ccc(F)cc3)cs2)c1
    23µM* | ? | 0%
CN(C)c1ncc2nc(CCc3ccccc3)c(=O)n(-c3ccccc3)c2n1
    -8% | -1% | nt
O=S(=O)(c1ccc(Cl)cc1)N(Cc1ccccn1)Cc1ccccn1
    -23% | 0% | nt
C=CCNC(=S)N/N=C/c1ccc(N(CC)Cc2ccccc2)cc1
    18µM* | 21µM* | 5%
Cc1ccc2c(c1)N(CC(=O)Nc1ccc3c(c1)OCCO3)C(=O)CO2
    ? | ? | 7%
COc1ccc(OCCCc2c(C)n[nH]c2C)cc1
    ? | ? | 7%

# (continued)
molecule	DT40 TDP1 no CPT	TDP1 cell CPT	TDP1 inh
COc1ccc(/C=C/C(=O)O)cc1S(=O)(=O)N1CCC(Cc2ccccc2)CC1	34%[activator]	-2%	nt
COc1ccc(Cc2nnc(N)s2)cc1OC	13%	15%	-1%
CC1CCCC(NC(=O)CCN2C(=O)COc3ccccc32)C1C (centres undefined)	-10%	-13%	nt
Cc1cccc(C(=O)NC(=S)NNC(=O)COc2c(C)cccc2C)c1	?	?	5%
CCN1CCN(S(=O)(=O)c2ccc3c4c(cccc24)C(=O)N3CC)CC1	?	?	0%
CCOC(=O)c1sc(NC(=O)CN2C(=O)NC3(CCCCCCC3)C2=O)c(C(=O)OCC)c1C	?	?	nt
C=CCc1cccc(CNc2nc3ccccc3n2C(C)C)c1O	?	?	-2%
COc1cnn(-c2ccc(C)cc2)c(=O)c1Br	1%	1%	1%
COCc1cc(=O)[nH]c(/N=C(\N)Nc2ccc(Oc3ccccc3)cc2)n1	?	-23%	9%
CC(C)C1(C(C)C)OC(=O)c2ccccc21	-5%	-6%	-5%
COc1ccc(OC)c(NC(=O)CCCN2C(=S)NC(C)(C)CC2C)c1 (centres undefined)	-30%	-9%	2%
CCOc1ccc(NS(=O)(=O)c2ccc3[nH]c4c(c3c2)CCCC4)cc1	?	-23%	9%

# Screens deposited in PubChem by National Center for Advancing Translational Sciences (NCATS).
